DAX1 inh-1: NR0B1 (DAX1) inhibition. 340,000 tested, 0.99% active. AID 504766. inhibition, % at 6.75 µM. HEK293 Gal4-DAX1 luciferase reporter, luminescence. P51843;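 active = inhibition above the mean over all tested compounds plus 3 SD, cut at about 4.2% in these data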;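 note: 0% = DAX1-transfected cells with DMSO and 100% = empty-vector control cells with DMSO; inhibition shows as a rise in luminescence from relieved DAX1 repression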
ssDAF12 agonist: activates DAF-12 receptor from parasite S. stercoralis | 370,000 tested, 1% active | activation, % at 6.8 µM | HEK293 ssDAF-12/GRIP1 lit1-tk-luc reporter, luminescence; % of 3 µM dafachronic acid response | AID 652126;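 active = activation above the mean over all tested compounds plus 3 SD, cut at about 0.9% in these data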;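 note: 0% = DMSO-only wells and 100% = 3 µM delta7-dafachronic acid wells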
ADAM17 inh: ADAM17 inhibition, QFRET primary screen | P78536 | recombinant ADAM17, EDANS/DABCYL FRET peptide cleavage | inhibition, % at 6.95 µM | 370,000 tested, 0.83% active;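 active = inhibition above the mean of compounds lying between control limits plus 3 SD, set per campaign, cut at about 8.5% in these data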;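 note: 0% = DMSO-only wells as the low control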
NR1D1 modulator: modulates human Rev-erb alpha binding to DNA | P20393 | Rev-erbα–FITC-DNA binding, fluorescence polarization, 90 min | activity, % at 10 µM | 370,000 tested, 0.79% active;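 active = activity above about 14%, limit read from the data; passing the limit was not always enough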;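 note: 0% = DMSO wells with 35 nM protein and 100% = DMSO wells with 750 nM protein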
PLCg1 inh: inhibitors of human phospholipase C gamma1; P19174; purified PLC-gamma1, fluorogenic substrate, fluorescence; inhibition, % at 12.2 µM; 370,000 tested, 0.84% active; in the data active = inhibition above about 9.5%
Target sequence (P19174 whole entry, looked up): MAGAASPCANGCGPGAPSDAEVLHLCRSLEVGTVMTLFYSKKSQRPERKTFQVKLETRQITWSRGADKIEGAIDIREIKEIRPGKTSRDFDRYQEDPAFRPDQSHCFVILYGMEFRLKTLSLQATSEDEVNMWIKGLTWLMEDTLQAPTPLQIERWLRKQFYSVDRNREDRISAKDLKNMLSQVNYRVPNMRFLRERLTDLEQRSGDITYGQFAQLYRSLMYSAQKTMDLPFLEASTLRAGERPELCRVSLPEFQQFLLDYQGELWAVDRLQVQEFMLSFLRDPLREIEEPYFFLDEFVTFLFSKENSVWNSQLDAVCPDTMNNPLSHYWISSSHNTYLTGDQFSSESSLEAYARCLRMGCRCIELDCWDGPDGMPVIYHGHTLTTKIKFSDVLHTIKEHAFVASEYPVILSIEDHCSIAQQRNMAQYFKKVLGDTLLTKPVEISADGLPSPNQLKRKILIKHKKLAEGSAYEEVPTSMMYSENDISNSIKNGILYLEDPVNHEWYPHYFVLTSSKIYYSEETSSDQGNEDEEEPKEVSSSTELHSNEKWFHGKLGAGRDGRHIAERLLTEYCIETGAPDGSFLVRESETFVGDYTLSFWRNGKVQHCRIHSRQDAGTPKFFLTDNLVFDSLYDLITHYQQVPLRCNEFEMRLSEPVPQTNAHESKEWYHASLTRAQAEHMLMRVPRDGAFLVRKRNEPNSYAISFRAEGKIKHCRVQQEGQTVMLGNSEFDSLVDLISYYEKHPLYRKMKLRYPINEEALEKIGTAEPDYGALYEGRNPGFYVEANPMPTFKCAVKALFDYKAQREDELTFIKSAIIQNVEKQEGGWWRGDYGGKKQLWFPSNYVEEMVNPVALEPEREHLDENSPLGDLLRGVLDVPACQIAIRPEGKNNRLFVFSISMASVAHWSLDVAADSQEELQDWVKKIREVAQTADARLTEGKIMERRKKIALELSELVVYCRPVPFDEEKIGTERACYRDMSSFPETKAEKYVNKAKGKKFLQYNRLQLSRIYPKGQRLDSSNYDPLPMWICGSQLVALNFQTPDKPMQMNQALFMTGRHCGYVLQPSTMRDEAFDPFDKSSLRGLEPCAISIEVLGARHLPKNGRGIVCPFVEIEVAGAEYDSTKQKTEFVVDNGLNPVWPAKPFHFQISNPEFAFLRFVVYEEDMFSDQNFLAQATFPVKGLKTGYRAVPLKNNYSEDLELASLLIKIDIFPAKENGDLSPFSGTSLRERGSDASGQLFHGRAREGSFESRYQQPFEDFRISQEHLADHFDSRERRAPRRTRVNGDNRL
SMARCA2 activ: activators of SMARCA2 function; MG213 cells, MMTV-luciferase reporter, dexamethasone, overnight; activation, % at 9.1 µM; 370,000 tested, 1% active; AID 652017; in the data active = activation above about 7.8%;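 note: 0% = vehicle wells and 100% = reference activator wells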
PLC-beta3 inh: inhibitors of human phospholipase C beta3 | inhibition, % at 12.2 µM | 370,000 tested, 0.18% active | AID 720704 | Purified PLC-beta3, fluorogenic substrate, fluorescence; in the data active = inhibition above about 11%;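 note: 0% = median of compound wells on plate and 100% = full blocker control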
MBD2 inh: blocks human MBD2 binding to methylated DNA; AID 686964; 370,000 tested, 0.31% active; inhibition, % at 4.4 µM; TR-FRET, MBD2 binding to methylated oligonucleotide; in the data active = inhibition above about 13%
DAX1 inh-2: DAX1 (NR0B1) inhibition, primary screen; HEK293T StAR-luciferase reporter, SF-1/DAX-1 repression relief; inhibition, % at 6.8 µM; 370,000 tested, 1.1% active; AID 652010;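 active = inhibition above the mean over all tested compounds plus 3 SD, cut at about 3.6% in these data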;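 note: 0% = DAX-1 cells with DMSO and 100% = cells lacking DAX-1 with DMSO; higher inhibition means more luminescence from relief of DAX-1 repression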
hgDAF-12 ag: hgDAF-12 agonism, primary luciferase screen. HEK293 GAL4-hgDAF12 UAS-luciferase reporter, agonist luminescence; normalized to butyrate control. activation, % at 6.8 µM. 370,000 tested, 1.8% active;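 active = activation above a cutoff set at the mean of all screened compounds plus 3 SD, cut at about 10% in these data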;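 note: 0% = DMSO wells and 100% = sodium butyrate wells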
hcDAF12 agonist: activators of H. contortus DAF-12 nuclear receptor; HEK293 hcDAF-12 lit1-tk-luc reporter, luminescence; 0% DMSO, 100% Δ7-dafachronic acid; activation, % at 6.8 µM; 370,000 tested, 1.4% active; AID 652067;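 active = activation above the mean of all tested compounds plus 3 SD, cut at about 5.5% in these data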;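 note: 100% = response to 3 µM Δ7-dafachronic acid high control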
* = called active by the depositor; · = not tested or not shown.

Results follow in this order: DAX1 inh-1	ssDAF12 agonist	ADAM17 inh	NR1D1 modulator	PLCg1 inh	SMARCA2 activ	PLC-beta3 inh	MBD2 inh	DAX1 inh-2	hgDAF-12 ag	hcDAF12 agonist
- Cn1nnc(NC(=S)NC(=O)c2cc(Cl)ccc2Cl)n1
  1.1	-0.4	-1	-2	-1	-1	-11	2	-0.4	-1.4	0.3
- COc1ccc(-c2ccc(CCC(=O)O)n2NC(=O)c2ccc(O)cc2)cc1
  -0.2	-1.7	-3	15	-1	-1	-3	0	-0.1	0.5	-1.8
- CC1CCN(C(=O)C2CCCN2S(=O)(=O)c2ccc(Cl)cc2)CC1 (stereo not drawn)
  -0.3	-0.4	1	-1	3	-3	-3	3	0.3	0.2	0.7
- O=C(NCc1ccc2c(c1)OCO2)c1nc(Cn2ccc([N+](=O)[O-])n2)no1
  -0.6	-0.8	0	5	4	-1	1	-1	-0.4	-0.1	-1.5
- CCOC(=O)c1cnc2c(C#N)c(C)nn2c1C
  0.1	-1.3	-16	0	-30	1	-36	0	-0.1	0.1	0.6
- Cc1ccc2nc(C)cc(C(=O)OCC(=O)c3ccc(Cl)c([N+](=O)[O-])c3)c2c1
  1.1	-0.8	-1	2	0	1	-3	-1	-0.2	0.8	1.2
- CC(C)(C)OC(=O)CNC(=O)c1[nH]cnc1C(=O)NCCCCCN
  0.4	-0.9	-4	-2	1	1	1	-5	0.1	-0.8	0.1
- Cc1cccc(OCCC(=O)NCC(c2ccccc2)N(C)C)c1 (stereo not drawn)
  0.8	-1.8	1	-5	2	2	1	-4	0.0	2.0	-1.0
- O=C(O)c1cc2cc(Cl)ccc2[nH]1
  -0.1	-0.5	-5	1	-1	-3	-2	-5	-0.1	4.0	-0.7
- COc1ccc(/C=C2\SC(=S)N(CCC(=O)Nc3cccc(C(=O)O)c3)C2=O)cc1OC
  -0.4	-0.8	2	3	-2	0	-5	7	-0.1	-1.2	0.1
- Nc1nc(SCC(=O)NCc2ccco2)[nH]c(=O)c1-c1ccccc1
  -0.2	-1.7	-1	-9	4	-2	3	-1	-0.4	-0.9	-1.8
- Cc1nc(-c2cccc(NC(=O)C(C)Oc3ccccc3)c2)cs1 (stereo not drawn)
  -0.3	-2.0	-2	1	9	-3	-3	9	-2.1	-3.1	-1.8
- CCS(=O)(=O)N1CCN(Cc2ccc([N+](=O)[O-])cc2)CC1
  -0.9	-1.2	-5	-7	-3	1	0	3	0.1	-0.5	0.7
- Cc1ccc(S(=O)(=O)N2CCOCC2)cc1C(=O)OCC(=O)NC1CC1
  0.8	-0.5	1	-2	-2	9.3*	-4	4	-0.2	1.1	0.4
- Cc1ccc(-n2ccc(=O)c(C(=O)O)n2)cc1
  0.0	-0.9	-5	-3	-1	-2	-1	1	-1.1	-0.9	-0.4
- N#Cc1ccsc1NC(=O)C1CCN(C(=O)c2ccc(F)cc2)CC1
  1.3	-1.1	-4	-6	-21	-1	-13	-4	-1.2	-1.8	2.1
- COc1ccc(C2(C(=O)NCCN3CCOCC3)CCOCC2)cc1
  0.4	-1.0	-4	2	2	1	1	1	0.4	0.3	1.7
- CSC1=C(C#N)C(c2ccccc2C)C(C#N)=C(N)N1 (stereo not drawn)
  -1.3	-1.4	-5	27*	-22	1	-25	2	-0.8	-3.5	0.4
- COCCNC(=O)Cn1cnc2c1c(=O)n(C)c(=O)n2C
  -0.2	0.0	-4	4	-1	1	0	1	-0.5	-1.4	0.2
- CCC(O)CNc1nc(-n2nc(C)cc2C)nc2sc3c(c12)CC(C)(C)OC3 (stereo not drawn)
  0.9	-1.2	-3	-4	0	0	-1	-4	-0.2	-3.7	-0.7
- CC(=O)C[C@@H]1OC[C@H](CO)N1S(=O)(=O)c1ccc(C)cc1
  ·	-0.3	2	-3	2	3	7	-6	-0.1	0.1	0.3
- CN(C)c1nc(F)c(F)c(S(=O)(=O)c2ccccc2)c1F
  0.1	-1.1	-6	4	-39	0	-55	3	-0.1	-0.7	-2.0
- C[C@H](NC(=O)[C@H]1N2C(=O)c3ccccc3C2SC1(C)C)C(=O)N1CCC[C@H]1C(=O)O (stereo partly drawn)
  0.0	-0.4	-4	-1	0	0	1	-1	2.0	-2.1	-1.5
- COc1cccc(NC(=O)CN(C)C(=O)c2cc(Cl)nc3ccccc23)c1
  -0.6	-0.1	2	-2	2	1	1	1	-1.1	-0.3	-1.4
- O=C1NC[C@H](Cc2ccc(O)cc2)N(C[C@@H]2CCCN2C[C@H](Cc2ccccc2)N2C[C@H](Cc3ccc(O)cc3)N(CC3CCCCC3)C(=O)C2=O)C1=O
  ·	-0.8	1	-6	2	2	2	4	-0.1	0.4	-0.1
- CC1Sc2ccc(S(=O)(=O)CCC(=O)N3CCN(c4ccccc4)CC3)cc2NC1=O (stereo not drawn)
  -0.5	-0.8	-5	-6	0	-4	-6	-8	-1.2	-2.1	-1.1
- N#Cc1c(N)sc2c1CCN(CCc1ccccc1)C2
  0.3	-1.1	-51	0	-53	0	-76	1	0.1	1.0	-1.5
- CC(=O)N/C(=C\c1ccccc1)C(=O)Nc1ccc(O)cc1
  0.5	-1.1	0	0	-3	2	0	-6	-0.6	2.3	-0.1
- CCc1cccc(NC(=O)CN(C)S(=O)(=O)c2cccc3nsnc23)c1
  0.5	-0.9	-3	1	-1	-2	1	1	-1.4	-1.9	-1.8
- CC1=C(C(=O)OC2CCCCC2)C(c2ccc(C)o2)C2=C(CC(C)(C)CC2=O)N1 (stereo not drawn)
  -1.5	-1.3	2	0	-1	2	-8	3	-0.5	1.0	0.6
- O=C(NC1CCCCC1)c1cc(Cl)nc2ccccc12
  0.5	-0.9	-1	-8	3	-5	2	-2	0.0	1.0	1.7
- Cc1cc(S(=O)(=O)N2CCOCC2)ccc1OCC(=O)NCc1ccccn1
  0.4	-1.0	-7	1	2	0	-9	7	-0.5	-1.9	-0.6
- O=c1[nH]cnc2nn(C3OC(CO)C(O)C3O)nc12 (stereo not drawn)
  ·	-0.5	-2	8	4	-2	1	7	-0.2	1.6	1.1
- O=C(NNC(=S)Nc1ccc(Cl)cc1Cl)C1CC1
  -0.2	-1.2	3	3	5	2	2	-6	0.9	2.8	2.1
- O=C(Nc1ccc2c(c1)OCCO2)C1CCN(C(=O)c2ccc(F)cc2)CC1
  1.0	-0.3	-2	-3	2	0	-4	2	1.3	2.5	1.5
- COc1ccc(N2CCN(C(=O)c3nc4nc(C)cc(C)n4n3)CC2)cc1
  -0.1	-0.8	-2	-5	-1	-1	-6	-4	-0.1	-1.6	0.7
- CCN(Cc1ccccc1)Cc1nnnn1Cc1ccccc1
  0.1	-1.3	1	1	6	-1	0	-6	-0.4	-3.2	-1.5
- Nc1[nH]c(C(=O)c2ccccc2)c(-c2ccccc2C(F)(F)F)c1C(=O)NCc1ccc(F)cc1
  ·	-1.1	4	-2	6	-2	2	0	-0.3	2.2	-0.4
- Cc1ccc(NC(=O)C(c2ccc(Cl)cc2)N2CCOCC2)cc1 (stereo not drawn)
  -0.7	-1.1	0	-2	-1	0	1	-1	-0.4	2.7	-0.6
- CCN1CCN(CC(O)COCc2ccccc2)CC1 (stereo not drawn)
  0.0	-0.9	-3	-4	2	0	2	-2	-0.3	2.2	0.5

Three entries picked at random from those above, as already listed:
Results follow in this order: DAX1 inh-1	ssDAF12 agonist	ADAM17 inh	NR1D1 modulator	PLCg1 inh	SMARCA2 activ	PLC-beta3 inh	MBD2 inh	DAX1 inh-2	hgDAF-12 ag	hcDAF12 agonist
- O=C(O)c1cc2cc(Cl)ccc2[nH]1
  -0.1	-0.5	-5	1	-1	-3	-2	-5	-0.1	4.0	-0.7
- CN(C)c1nc(F)c(F)c(S(=O)(=O)c2ccccc2)c1F
  0.1	-1.1	-6	4	-39	0	-55	3	-0.1	-0.7	-2.0
- O=C(NCc1ccc2c(c1)OCO2)c1nc(Cn2ccc([N+](=O)[O-])n2)no1
  -0.6	-0.8	0	5	4	-1	1	-1	-0.4	-0.1	-1.5

Additional results follow.
canonical_smiles | DAX1 inh-1 | ssDAF12 agonist | ADAM17 inh | NR1D1 modulator | PLCg1 inh | SMARCA2 activ | PLC-beta3 inh | MBD2 inh | DAX1 inh-2 | hgDAF-12 ag | hcDAF12 agonist
O=C(O)C(Cc1ccccc1-c1ccccc1)C(=O)O | 1.6 | -0.9 | -1 | 2 | 1 | -1 | -7 | 1 | -0.2 | 1.2 | 0.6
Cc1ccc(CNC(=O)CS(=O)Cc2nc(-c3ccccc3Cl)oc2C)cc1 (stereo not drawn) | 0.1 | -1.1 | 3 | 7 | 2 | 3 | -5 | 8 | 0.0 | -0.1 | -2.2
CN(C)c1cnn(-c2ccccc2)c(=O)c1Cl | 1.4 | -0.3 | -1 | 0 | 4 | 8.5* | 6 | -4 | 1.2 | 2.2 | 0.6
CC(=O)c1ccc(N2CCN(S(=O)(=O)c3ccc4c(c3)CCC(=O)N4)CC2)cc1 | · | -1.2 | 2 | 2 | -2 | -6 | -3 | -6 | -0.7 | 0.5 | -1.4
COc1cc(OC)c(C(=O)OCC(=O)Nc2ccc(S(=O)(=O)N3CCOCC3)cc2)cc1OC | -1.0 | -0.8 | 0 | 4 | 2 | -1 | 3 | 3 | -1.6 | -1.1 | -2.4
O=C(CN1C(=O)NC2(CCc3ccccc32)C1=O)Nc1ccc(Cl)cc1F (stereo not drawn) | 0.4 | -0.5 | -2 | 1 | 0 | -2 | -4 | -1 | -2.8 | -0.9 | 0.1
Cc1nc(SCC(=O)N2CCN(C(=O)c3cccs3)CC2)c2c(C)c(C)sc2n1 | -1.7 | -0.4 | -5 | 0 | -2 | -2 | -7 | 4 | -0.3 | -0.8 | -1.4
COc1cc2cc(CN(CCc3ccccc3C)C(=S)NCCCN3CCOCC3)c(=O)[nH]c2cc1OC | -0.1 | -1.4 | -7 | -1 | -4 | 1 | -2 | -8 | 0.2 | 0.0 | 0.3
COc1ccc(-n2cc(CNCCc3cscn3)c(-c3ccccc3Cl)n2)cc1 | · | -0.9 | 1 | -6 | -2 | 1 | 2 | -4 | -0.8 | -3.1 | 0.7
Cc1cc(NC(=O)COC(=O)c2ccc(S(=O)(=O)C(F)F)cc2)n(-c2ccccc2)n1 | 2.2 | -0.8 | -1 | -1 | 2 | -1 | -9 | 4 | -0.6 | 2.1 | -1.7
O=C(Nc1ccc2nc(-c3cccnc3)[nH]c2c1)c1ccccc1F | -0.7 | -1.0 | -4 | 0 | -8 | 0 | -7 | 3 | -1.7 | -1.7 | -2.2
CN(Cc1cnn(-c2ccccc2)c1)C(=O)c1cccc(S(=O)(=O)Nc2ccccc2F)c1 | 0.8 | -1.6 | -5 | 2 | 1 | -1 | -1 | 0 | -0.9 | -2.4 | -0.1
O=C(C(c1ccccc1)c1ccccc1)N1CCN(c2ccccn2)CC1 | 1.1 | -1.5 | -4 | -1 | 1 | -3 | 3 | -4 | 0.3 | -5.6 | -0.7
